Mtb BioA inh – blocks M. tuberculosis BioA enzyme activity; inhibition, % at 9.99 µM; purified M. tuberculosis BioA enzyme, plate reader; hit rate 0.096% among 360,000; in the data active means inhibition above about 40%
* marks the source's active call; other numbers are inactive results. Only part of the results is shown; rates above refer to the full screens.

SMILES | Mtb BioA inh
O=C(NCC[C@@H]1CC[C@@H](NS(=O)(=O)c2cccc(F)c2)[C@@H](CO)O1)C1CCC1 | -4.4
CC(C)NC(=O)N(C)C[C@@H]1Oc2ccc(NC(=O)Nc3ccc4c(c3)OCO4)cc2CC(=O)N([C@H](C)CO)C[C@H]1C | 6.6
CC(C)NC(=O)Nc1ccc2c(c1)C(=O)N([C@@H](C)CO)C[C@@H](C)[C@H](CN(C)C(=O)C1CCCCC1)OCCCC[C@@H](C)O2 | 0.5
C[C@H](CO)N1C[C@H](C)[C@@H](CN(C)C(=O)Nc2cccc(Oc3ccccn3)c2)OCc2cn(nn2)CCCC1=O | 4.9
Cc1ccc(S(=O)(=O)N(C)C[C@H]2Oc3c(NC(=O)c4ccc(-c5nccs5)cc4)cccc3C(=O)N([C@@H](C)CO)C[C@@H]2C)cc1 | 3.6
COCC(=O)N1C[C@H](C)[C@H](OC)CN(C)C(=O)c2ccc(NC(=O)NC(C)C)cc2OC[C@@H]1C | -4.5
C[C@H]1CN([C@@H](C)CO)C(=O)c2cccc(NS(=O)(=O)c3cccs3)c2O[C@H]1CN(C)C(=O)Nc1ccc(C(F)(F)F)cc1 | -3.8
COc1ccc(-c2ccc3c(c2)[C@H]2[C@H](CCN2C(=O)CN2CCOCC2)[C@@H](CO)N3)cc1 | -1.4
O=C(Cc1cccnc1)N[C@H]1CC[C@@H](CCn2cc(-c3ccccc3F)nn2)O[C@H]1CO | 9.8
C[C@@H]1CCCCO[C@H](CN(C)C(=O)Nc2ccccc2)[C@@H](C)CN([C@@H](C)CO)C(=O)c2cc(NS(=O)(=O)c3ccc(F)cc3)ccc2O1 | 0.7
C[C@H]1CN([C@@H](C)CO)C(=O)c2cc(Br)cnc2O[C@H]1CN(C)C(=O)NC1CCCC1 | -2.2
N#C[C@H]1[C@H](c2ccccc2)[C@@H](CO)N1C(=O)CN1CCOCC1 | 0.7
CO[C@@H]1CN(C)C(=O)c2ccc(NS(=O)(=O)c3ccc(F)cc3)cc2OC[C@@H](C)NC[C@@H]1C | 1.5
CNC[C@@H]1Oc2c(NC(=O)C3CCCCC3)cccc2C(=O)N([C@@H](C)CO)C[C@@H]1C | -1.5
CCCC(=O)Nc1ccc2c(c1)C(=O)N(C)[C@H]1CC[C@@H](CC(=O)NCCN3CCCCC3)O[C@H]1CO2 | -3.2
CC=Cc1ccc2n(c1=O)C[C@@H]1[C@@H](CO)[C@H](C(=O)NCc3cc(F)cc(F)c3)[C@H]2N1S(C)(=O)=O (mixture of isomers) | 0.9
C[C@@H]1CN([C@H](C)CO)C(=O)Cc2cc(NC(=O)Nc3ccc(C(F)(F)F)cc3)ccc2O[C@@H]1CN(C)Cc1ccc(C(=O)O)cc1 | 4.2
C[C@@H]1CN([C@H](C)CO)C(=O)c2cc(NC(=O)CCC(F)(F)F)ccc2O[C@@H](C)CCCCO[C@@H]1CN(C)S(C)(=O)=O | 1.8
C[C@@H]1CN([C@H](C)CO)C(=O)c2cc(NC(=O)NC3CCCCC3)ccc2O[C@@H]1CN(C)S(=O)(=O)c1ccc(F)cc1 | -1.8
C[C@@H]1CCCCO[C@H](CN(C)C(=O)c2ccncc2)[C@@H](C)CN([C@@H](C)CO)C(=O)c2cc(NC(=O)C3CCCCC3)ccc2O1 | -0.7
C[C@H](CO)N1C[C@H](C)[C@H](CN(C)CC2CCCCC2)OCCCC[C@H](C)Oc2ccc(NS(=O)(=O)c3ccc(F)cc3)cc2C1=O | 2.7
Cc1noc(C)c1NC(=O)N(C)C[C@H]1Oc2ccc(NC(=O)Cc3cn(C)c4ccccc34)cc2C(=O)N([C@H](C)CO)C[C@H]1C | -1.5
COCCNC(=O)c1cc2c(c(-c3cccc(C4=CCCC4)c3)n1)[C@@H](CCO)N([S@](=O)C(C)(C)C)C2 | 0.2
CC(C)NC(=O)N(C)C[C@H]1Oc2ccc(NC(=O)Nc3cccc4ccccc34)cc2C(=O)N([C@@H](C)CO)C[C@H]1C | 1.1
COCCOC(=O)N1C(=O)[C@@]2(c3cc(C#CC4(O)CCCCCC4)ccc31)[C@H](c1ccccc1OCCO)N1[C@H](c3ccccc3)[C@H](c3ccccc3)OC(=O)[C@H]1[C@@H]2C(=O)N1CCc2cc(OC)c(OC)cc2C1 | 4.8

Some of these compounds in order of SMILES length, ascending:
SMILES | Mtb BioA inh
O=C(Cc1cccnc1)N[C@H]1CC[C@@H](CCn2cc(-c3ccccc3F)nn2)O[C@H]1CO | 9.8
COCC(=O)N1C[C@H](C)[C@H](OC)CN(C)C(=O)c2ccc(NC(=O)NC(C)C)cc2OC[C@@H]1C | -4.5
CCCC(=O)Nc1ccc2c(c1)C(=O)N(C)[C@H]1CC[C@@H](CC(=O)NCCN3CCCCC3)O[C@H]1CO2 | -3.2
C[C@@H]1CN([C@H](C)CO)C(=O)Cc2cc(NC(=O)Nc3ccc(C(F)(F)F)cc3)ccc2O[C@@H]1CN(C)Cc1ccc(C(=O)O)cc1 | 4.2
COCCOC(=O)N1C(=O)[C@@]2(c3cc(C#CC4(O)CCCCCC4)ccc31)[C@H](c1ccccc1OCCO)N1[C@H](c3ccccc3)[C@H](c3ccccc3)OC(=O)[C@H]1[C@@H]2C(=O)N1CCc2cc(OC)c(OC)cc2C1 | 4.8

Returning to the listing with the 3 entries that preceded the break.
SMILES | Mtb BioA inh
COCCNC(=O)c1cc2c(c(-c3cccc(C4=CCCC4)c3)n1)[C@@H](CCO)N([S@](=O)C(C)(C)C)C2 | 0.2
CC(C)NC(=O)N(C)C[C@H]1Oc2ccc(NC(=O)Nc3cccc4ccccc34)cc2C(=O)N([C@@H](C)CO)C[C@H]1C | 1.1
COCCOC(=O)N1C(=O)[C@@]2(c3cc(C#CC4(O)CCCCCC4)ccc31)[C@H](c1ccccc1OCCO)N1[C@H](c3ccccc3)[C@H](c3ccccc3)OC(=O)[C@H]1[C@@H]2C(=O)N1CCc2cc(OC)c(OC)cc2C1 | 4.8
COc1ccccc1C(=O)N1C[C@H]2[C@@H](c3ccccc31)[C@H](CO)N2C(=O)Nc1ccccc1 | -2.0
C[C@H](CO)N1C[C@H](C)[C@@H](CN(C)Cc2ccncc2)Oc2ncc(-c3cncnc3)cc2C1=O | -1.0
C[C@H](CO)N1C[C@H](C)[C@H](CN(C)C(=O)C2CCCCC2)Oc2ncc(-c3ccccc3F)cc2C1=O | 3.4
CN(C)CC#Cc1ccc([C@@H]2[C@@H](CO)N3CCCCN(CC4CCOCC4)C[C@H]23)cc1 | 2.6
C[C@@H](NC(=O)C[C@H]1C[C@@H]2c3cc(N(C)C)ccc3O[C@@H]2[C@@H](CO)O1)c1ccccc1 | 0.3
CCCNC(=O)N1C[C@@H]2[C@H](c3ccccc31)[C@@H](CO)N2Cc1ccc(OC)cc1 | -3.6
COCC#Cc1cnc2c(c1)C(=O)N([C@@H](C)CO)C[C@H](C)[C@@H](CN(C)C(=O)c1ccc3c(c1)OCO3)O2 | -0.6
O=C(Cc1ccccc1)N1C[C@@H]2[C@H](c3ccccc31)[C@H](CO)N2C(=O)Nc1ccc(F)cc1 | -2.4
C[C@@H]1CN([C@H](C)CO)S(=O)(=O)c2ccc(-c3cccnc3)cc2O[C@H]1CN(C)C(=O)CN(C)C | -2.2
C[C@@H]1CN([C@@H](C)CO)C(=O)c2cccc(NS(=O)(=O)c3cn(C)cn3)c2O[C@@H]1CN(C)S(=O)(=O)c1cccs1 | -1.9
COc1ccc(C(=O)Nc2ccc3c(c2)OC[C@@H](C)NC[C@H](C)[C@H](OC)CN(C)C3=O)cc1 | 0.0
COc1ccc(S(=O)(=O)N2CCCCN3[C@H](C2)[C@@H](c2ccc(C#CCC(C)C)cc2)[C@@H]3CO)cc1 | -2.5
O=C(Cc1ccccn1)NCC[C@@H]1CC[C@H](NS(=O)(=O)c2ccc(Cl)cc2)[C@@H](CO)O1 | 0.8
COc1ccc(CN(C)C[C@H]2Oc3ccc(NS(=O)(=O)c4ccc(Cl)cc4)cc3C(=O)N([C@@H](C)CO)C[C@@H]2C)cc1 | 2.3
C[C@H]1CCCCO[C@H](CN(C)CC2CCCCC2)[C@@H](C)CN([C@@H](C)CO)C(=O)c2cc(NS(=O)(=O)c3ccc(F)cc3)ccc2O1 | 6.1
Cn1cnc(S(=O)(=O)N2C[C@@H](O)COC[C@@H]3O[C@@H](CC(=O)NCc4cccc(F)c4)CC[C@H]32)c1 | 0.0
C[C@H](CO)N1C[C@H](C)[C@@H](CN(C)C)Oc2ccc(NC(=O)Nc3ccc(F)cc3)cc2CC1=O | -1.7
CCCC#Cc1cnc2c(c1)C(=O)N([C@H](C)CO)C[C@H](C)[C@H](CN(C)C(=O)Nc1ccccc1F)O2 | -1.3
CN1C(=O)c2cc(NC(=O)c3ccccc3)ccc2OC[C@H]2O[C@H](CC(=O)O)CC[C@@H]21 | 2.0
C[C@@H]1CN([C@H](C)CO)C(=O)c2cc(NC(=O)Nc3ccc(F)cc3)ccc2O[C@@H](C)CCCCO[C@@H]1CN(C)Cc1ccc(C(F)(F)F)cc1 | 0.1
C[C@@H]1CN([C@@H](C)CO)C(=O)c2cc(C#CC3CCCCC3)cnc2O[C@H]1CN(C)C(=O)Cc1ccccn1 | -2.6
C[C@@H]1CN([C@H](C)CO)C(=O)c2cccc(NS(=O)(=O)c3ccc(F)cc3)c2O[C@@H]1CN(C)Cc1ccc2c(c1)OCO2 | 0.7
CO[C@@H]1CN(C)C(=O)c2cc(NC(=O)Nc3ccc(Cl)c(Cl)c3)ccc2OC[C@H](C)NC[C@H]1C | -1.5
CC(C)NC(=O)N1CCCCN2[C@H](CO)[C@@H](c3ccc(C#Cc4ccccc4)cc3)[C@H]2C1 | 4.9
O=C(C[C@@H]1C[C@H]2c3cc(NC(=O)NC4CCCC4)ccc3O[C@H]2[C@@H](CO)O1)NCc1ccc(Cl)cc1 | -0.7

Further compounds follow:
SMILES | Mtb BioA inh
CS(=O)(=O)N1C[C@@H](O)COC[C@H]2O[C@@H](CC(=O)NCc3ccc(-c4ccccc4)cc3)CC[C@@H]21 | -0.2
C[C@H](CO)N1C[C@H](C)[C@H](CN(C)Cc2cncnc2)Oc2ncc(C#CC(C)(C)O)cc2C1=O | -2.8
C[C@H](NC(=O)C[C@@H]1CC[C@H]2[C@@H](COC[C@@H](O)CN2C(=O)Nc2ccccc2)O1)c1ccccc1 | -1.5
C[C@@H]1CN([C@H](C)CO)C(=O)Cc2cc(NC(=O)Cn3cnnn3)ccc2O[C@@H]1CN(C)C(=O)Nc1cccc2ccccc12 | -0.4
C=CCN1Cc2ccccc2[C@H]2OC(c3ccc(OCCCO)cc3)=N[C@@]2(CCC(=O)OC(C)(C)C)C1=O | 0.5
C[C@@H]1CCCCO[C@@H](CN(C)C(=O)Cc2ccccc2)[C@H](C)CN([C@@H](C)CO)C(=O)c2cc(NC(=O)NC3CCCCC3)ccc2O1 | -2.9
C[C@@H]1CN([C@H](C)CO)S(=O)(=O)c2ccc(C#Cc3ccccc3)cc2O[C@H]1CN(C)C(=O)c1ccccn1 | 1.4
O=S(=O)(c1ccccc1)N1CC[C@@H]2[C@H]1c1cc(Br)ccc1N[C@@H]2CO | 4.0
C[C@H]1CN([C@@H](C)CO)C(=O)c2cc(NC(=O)C3CCCCC3)ccc2O[C@@H]1CN(C)Cc1ccc(Oc2ccccc2)cc1 | -3.6
O=C(C[C@@H]1C=C[C@@H](NC(=O)c2ccccc2)[C@H](CO)O1)NCCc1ccncc1 | 0.2
C[C@H](CO)N1C[C@H](C)[C@@H](CN(C)CC2CCCC2)Oc2cc(C#CC(C)(C)O)ccc2S1(=O)=O | 1.4
CN(C)C(=O)C[C@@H]1C=C[C@@H](NC(=O)C2CCC2)[C@@H](CO)O1 | 1.1
CC(=O)N1CC[C@@H]2[C@@H](CO)Nc3ccc(-c4cccc(F)c4)cc3[C@@H]21 | 35
O=C(C[C@H]1CC[C@H]2[C@@H](COC[C@H](O)CN2Cc2ccc(C(F)(F)F)cc2)O1)NCCc1ccccc1 | -1.8
Cc1ccc(S(=O)(=O)N(C)C[C@@H]2OCCCC[C@@H](C)Oc3ccc(NC(=O)C4CCCCC4)cc3C(=O)N([C@@H](C)CO)C[C@H]2C)cc1 | -1.2
Cc1noc(C)c1S(=O)(=O)Nc1ccc2c(c1)CC(=O)N([C@H](C)CO)C[C@@H](C)[C@H](CN(C)Cc1ccc(Oc3ccccc3)cc1)O2 | -0.2
COc1ccc(NC(=O)N2C[C@@H]3[C@H](c4ccccc42)[C@H](CO)N3Cc2ccccn2)cc1 | 3.0
CC(C)NC(=O)N(C)C[C@H]1Oc2c(NC(=O)Nc3ccccc3)cccc2C(=O)N([C@@H](C)CO)C[C@@H]1C | 0.4
CCCNC(=O)N1C[C@@H]2[C@H](c3ccccc31)[C@H](CO)N2Cc1cc(F)ccc1F | -1.2
COc1ccc(NC(=O)Nc2ccc3c(c2)C(=O)N([C@@H](C)CO)C[C@H](C)[C@@H](CN(C)C(=O)Cc2ccccc2)OCCCC[C@H](C)O3)cc1 | 1.6
C[C@H](CO)N1C[C@H](C)[C@@H](CN(C)Cc2ccc(C(F)(F)F)cc2)Oc2ccc(NC(=O)NC3CCCCC3)cc2CC1=O | -0.4
CO[C@H]1CN(C)C(=O)c2ccc(NC(C)=O)cc2OC[C@H](C)N(C(=O)c2ccncc2)C[C@@H]1C | -1.6
CCCC#Cc1ccc2c(c1)O[C@H](CN(C)C(=O)C1CC1)[C@H](C)CN([C@H](C)CO)S2(=O)=O | 3.0
C[C@@H]1CN([C@H](C)CO)C(=O)c2cc(N(C)C)ccc2O[C@@H]1CN(C)S(=O)(=O)c1cccs1 | -0.8
CN(C)C(=O)C[C@H]1CC[C@@H]2[C@H](COC[C@H](O)CN2C(=O)C2CCOCC2)O1 | -1.6
CN(C)CCCNC(=O)C[C@@H]1CC[C@@H](NS(=O)(=O)c2ccc(F)cc2)[C@H](CO)O1 | 3.0
Cn1cnc(S(=O)(=O)N2C[C@@H](O)COC[C@H]3O[C@@H](CC(=O)NCc4cccc(F)c4)CC[C@@H]32)c1 | -2.6
CC(C)C(=O)Nc1ccc2c(c1)C(=O)N(C)[C@@H]1CC[C@@H](CC(=O)N[C@H](C)c3ccccc3)O[C@@H]1CO2 | 2.7
CCCN(C)C[C@@H]1Oc2cc(C#CCN(C)C)ccc2S(=O)(=O)N([C@H](C)CO)C[C@@H]1C | 0.4
O=S(=O)(Cc1ccccc1)NCC[C@H]1CC[C@H](NS(=O)(=O)c2ccc(F)cc2)[C@@H](CO)O1 | -2.3

Screening data: PubChem BioAssay, Broad Institute
